Vif-A3F inh – blocks the Vif interaction with APOBEC3F; HeLa A3F-eYFP + Vif (tagged APOBEC3F with the HIV-1 protein that degrades it), YFP fluorescence increase; Potency, µM (titrated, usually from 46.1 µM), without a hit: at the highest dose activity, negative = active; hit rate 0.2% among 390,000; AID 602313; further: potency means the concentration at half of the fitted maximal effect; % of control where 0% means no effect; nearly all actives have a fitted effect of over 65% in size
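HeLa cells stably expressing A3F-eYFP plus Vif, plated and incubated overnight at 37 deg C, then exposed to compounds overnight at 37 deg C. Blocked degradation read as raised yellow fluorescence (Ex 488/Em 500-530).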
D2 antagonist – D2 dopamine receptor (human) antagonism. inhibition, % at 10 µM. AID 485344. HEK293 TREx D2 cells, calcium flux, dopamine EC80. hit rate 2% among 340,000. P14416; in the data active means inhibition above about 30%; further: 0% is about no effect
Target sequence (P14416 whole entry, looked up): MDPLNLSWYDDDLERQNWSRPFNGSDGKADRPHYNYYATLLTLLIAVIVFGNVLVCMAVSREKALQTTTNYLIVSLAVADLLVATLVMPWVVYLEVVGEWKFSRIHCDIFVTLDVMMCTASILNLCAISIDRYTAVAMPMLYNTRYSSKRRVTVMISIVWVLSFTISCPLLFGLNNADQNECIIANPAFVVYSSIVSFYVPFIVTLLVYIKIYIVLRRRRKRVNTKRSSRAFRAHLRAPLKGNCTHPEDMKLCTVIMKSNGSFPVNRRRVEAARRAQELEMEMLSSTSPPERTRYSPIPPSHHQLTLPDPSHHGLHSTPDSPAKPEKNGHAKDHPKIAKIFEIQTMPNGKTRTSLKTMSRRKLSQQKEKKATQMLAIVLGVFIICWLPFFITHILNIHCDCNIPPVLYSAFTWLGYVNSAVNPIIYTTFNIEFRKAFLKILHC
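Calcium flux kinetic readout in an inducible HEK293 TREx D2 line plated overnight at 30 C. After 180 s compound exposure, an EC80 dopamine challenge follows with another 180 s kinetic read to detect antagonism.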
D2 agonist – D2 dopamine receptor (human) agonism; P14416; HEK293 T-REx D2 cells, calcium flux agonist mode; activation, % at 2 µM; hit rate 0.53% among 340,000; AID 485358;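 active means activation over 3 SD above normal in the single-dose calcium agonist read, cut at about 30% in these data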; further: 0% is about no effect
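In this primary screen, compounds producing a positive calcium signal within 180 s of addition to tetracycline-induced, force-coupled HEK293 Trex D2 cells are flagged; cells are dye-loaded with a no-wash calcium kit beforehand.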
ERG-DNA inh – ERG Ets/DNA interaction inhibition | P11308 | fluorescence polarization, His-ERG Ets domain / labelled DNA | Potency, µM (series often up to 76.9 µM), inactives show at the highest dose FP activity, negative = inhibition, hits mostly inhibitors | hit rate 0.028% among 370,000 | AID 624246; active means well fitted inhibition curve with a large enough effect in the polarisation, with a control signal flat; inconclusive means small, poorly fitted or top-dose-only effect, or effect the other way, or a change in a side signal; inactive means no such curve, though single readings can be large or run the other way; the % refers to the polarisation;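 further: polarization taken with two DNA probes labelled with fluorescein and Texas red; potency means the concentration at half of the fitted maximal effect; % of control where 0% means no effect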
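His-tagged ERG Ets domain (1 uM in the protein solution; 300mM KCl, 50mM Tris-HCl, 1mM EDTA, 1mM DTT, pH 7.5) received compound, then a probe mix of 5 nM fluorescein-DNA and 100nM Texas-615-DNA. Fluorescence polarization was read for both dyes.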
Vif-A3G inh – Vif-A3G binding inhibition. Q9HC16. HeLa A3G-eYFP + Vif (tagged APOBEC3G with the HIV-1 protein that degrades it), YFP fluorescence, overnight. Potency, µM (titrated, usually from 46.1 µM), for inactives: at the top dose activity, negative = active, usual class: inhibitors. hit rate 0.076% among 410,000;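 further: potency means the concentration at half of the fitted maximal effect; on the % scale 0 is the no-effect control and ±100 the full control effect; nearly all actives have a fitted effect of over 60% in size; hits raise eYFP signal because A3G escapes Vif-driven loss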
Target sequence (Q9HC16 whole entry, looked up): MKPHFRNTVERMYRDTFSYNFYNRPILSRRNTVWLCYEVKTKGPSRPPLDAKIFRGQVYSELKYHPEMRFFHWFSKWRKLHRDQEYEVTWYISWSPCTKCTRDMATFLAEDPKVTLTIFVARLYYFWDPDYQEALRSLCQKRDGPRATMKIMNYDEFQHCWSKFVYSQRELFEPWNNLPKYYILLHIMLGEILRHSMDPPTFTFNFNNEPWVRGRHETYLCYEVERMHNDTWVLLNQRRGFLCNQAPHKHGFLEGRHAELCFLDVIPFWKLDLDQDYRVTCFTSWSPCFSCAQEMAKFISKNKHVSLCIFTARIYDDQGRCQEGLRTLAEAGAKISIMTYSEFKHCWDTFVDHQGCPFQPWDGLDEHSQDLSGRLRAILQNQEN
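Read-out is eYFP fluorescence (Ex 488/Em 500-530) from Vif-expressing HeLa A3G-eYFP cells; more signal means A3G escaped Vif-mediated degradation. Cells plated overnight, compound pinned in, incubated overnight at 37 deg C.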
RGS4 inh – blocks human RGS4-accelerated GTP hydrolysis; Transcreener GDP fluorescence polarization, RGS4-accelerated GTP hydrolysis; Potency, µM (top dose mostly 114 µM), without a hit: at the highest dose activity change, negative = inhibition, actives largely listed as inhibitors; hit rate 0.039% among 390,000; further: potency means the concentration at half of the fitted maximal effect; on the % scale 0 is the no-effect control and ±100 the full control effect; nearly all actives have a fitted effect of over 75% in size; some results filed as inactive show a strong effect at the top dose
Target sequence (P49798 whole entry, looked up): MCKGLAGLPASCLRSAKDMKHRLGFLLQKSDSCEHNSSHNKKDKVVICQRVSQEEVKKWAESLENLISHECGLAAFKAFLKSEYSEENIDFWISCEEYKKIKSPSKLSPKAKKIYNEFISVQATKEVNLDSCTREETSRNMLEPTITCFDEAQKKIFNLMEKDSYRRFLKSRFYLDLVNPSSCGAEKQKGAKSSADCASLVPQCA
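MLSMR compounds (23 nl, pin-transferred) preincubated 10 min at room temperature with a 500nM (2x) first reagent, then RGS4 at 900nM (2x) plus Transcreener GDP mix added; fluorescence polarization (620/688 nm) read before and after 90 min at 30 °C.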
ALOX12 inh – inhibitors of human 12S-lipoxygenase ALOX12; P18054; Potency, µM (series often up to 108 µM), without a hit: at the highest dose activity change, negative = inhibition, hits mostly inhibitors; AID 1671190; hit rate 1.1% among 580,000; purified 12hLO, xylenol orange hydroperoxide absorbance; further: potency means the concentration at half of the fitted maximal effect; on the % scale 0 is the no-effect control and ±100 the full control effect
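Hydroperoxide product was detected by ferrous iron/xylenol orange as the 573 to 405 nm absorbance ratio. Arachidonic acid at 40 uM (final) was turned over for 30 min at room temperature by 150 nM human 12hLO, pH 7.0 Hepes buffer, after 15 min compound preincubation.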
Glioma ERSR ind – inducers of ER stress response in human glioma cells; U87-MG GRP78 promoter luciferase reporter, 16 h; Potency, µM, for the others: at the highest dose activation, usual class: activators; hit rate 0.02% among 420,000; AID 602332; further: potency means the concentration at half of the fitted maximal effect; series mostly up to about 76 µM; % of control where 0% means no effect; nearly all actives have a fitted effect of over 35% in size
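Stably transfected U87-MG human glioma cells carrying a GRP78-based luminescent sensor were seeded at 1000 cells/well, pin-dosed with compounds and incubated 16 h. Luciferase reagent was then added, and end-point luminescence was read after 10 min at room temperature.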
LDHA block – inhibitors of human lactate dehydrogenase A. hit rate 0.15% among 480,000. purified LDHA, NADH/diaphorase-resazurin fluorescence; active compounds read low. AID 1347041. activity change, % (values are at about 110 or 230 µM); in the data active means activity change below about -30%; inconclusive means mostly about -25% to -30%;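 further: plate controls were DMSO wells for no effect and wells without enzyme for full effect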
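Human LDH5 (2 nM) was incubated with 0.06 mM NADH and 0.2 mM pyruvate for 5 min at room temperature in Tris pH 7.4. Remaining NADH was coupled through diaphorase/resazurin, and resorufin fluorescence was read at 0 and 20 min.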
* = called active by the depositor; u = inconclusive; x = no result given; & = joins results of further samples; [ ] = another dose, or the depositor's remark. Unless noted, the call rests on the fitted dose curve; in most records, active means well fitted curve in the direction sought with a large enough effect; inconclusive means small, poorly fitted or top-dose-only effect, or another doubt; inactive means no such curve, though single readings can be large; an effect the other way counts as inactive or inconclusive.

Values in the order: Vif-A3F inh	D2 antagonist	D2 agonist	ERG-DNA inh	Vif-A3G inh	RGS4 inh	ALOX12 inh	Glioma ERSR ind	LDHA block
1) Nc1ncnc2c1nc(N1CCCCC1)n2[C@@H]1O[C@H](CO)[C@@H](O)[C@H]1O
 : -8%	6	0.1	-10%	-3%	-20%	3%	-4%	2
2) c1csc(-c2ccc(N3CCOCC3)nn2)c1
 : -1%	15	-0.4	0%	1%	16%	-3%	-11%	-11
3) Cc1nn(-c2ccccc2)c2c1cc1c(=O)[nH]c(=O)nc-1n2-c1cccc(Cl)c1
 : 0%	x	-1.4	-2%	2%	-1%	-13%	-3%	-5
4) CCOC(=O)c1sc(NC(=O)c2ccc(Br)o2)cc1C
 : -8%	19	0.3	0%	1%	-22%	-5%	-5%	-2
5) Cc1cccc(COCC(Cc2ccccc2)N2CCN(C(=O)c3cccc(C)c3)CCC2=O)c1 (stereo not given)
 : 2%	-9	2.5	1%	2%	16%	-7%	-2%	-5
6) O=C(CSc1nnc(SCc2ccc(Cl)cc2)s1)N/N=C/c1ccc(C(=O)O)cc1
 : -8%	1	0.2	-2%	2%	-14%	-4%	0%	-7
7) COc1ccc(/C(N)=N/O)cc1O
 : 0%	-5	-0.2	-1%	1%	31%	12%	-4%	-6
8) CCOC(=O)Cc1cc(=O)n2[nH]c(C)cc2n1
 : -3%	3	0.4	2%	-1%	22%	u	-4%	3
9) COc1ccc(CCNC(=O)CCc2c(C)nc3cc(-c4ccccc4)nn3c2C)cc1OC
 : 3%	x	0.3	0%	5%	6%	-19%	-9%	-9
10) COc1cccc(C(c2c(O)cc(C)n(Cc3ccco3)c2=O)N2CCN(c3ccccc3)CC2)c1 (stereo not given)
 : -1%	x	24	-6%	6%	-8%	u	0%	-1
11) COC(=O)C(C)N(C#N)c1nc(C)nc(C)n1 (stereo not given)
 : -1%	0	0.0	-18%	2%	-8%	4%	-2%	-8
12) Cn1c(-c2ccc(C#N)cc2)c(C#Cc2ccccc2)c2ccccc21
 : -9%	x	x	-1%	-9%	-25%	-17%	1%	-3
13) COCCn1nnnc1C(CC(C)C)N1CCN(C(=O)c2ccco2)CC1 (stereo not given)
 : 4%	9	-0.1	-4%	3%	-11%[11.4 µM]	-12%	-7%	-3
14) O=C(COc1cc2oc(=O)c3c(c2cc1Cl)CCC3)NCCCN1CCOCC1
 : 0%	1	1.0	11%	6%	-5%[11.4 µM]	-1%	0%	0
15) O=C(COc1ccccc1)N1CCc2ccccc21
 : 2%	-2	-0.3	11%	-4%	-9%	-11%	9%	0
16) CCOC(=O)c1nc(Nc2ccc(C(C)=O)cc2)c2ccccc2n1
 : 3%	-5	0.7&-2.3	4%&6%	0%	14%&-35%	2%[57.4 µM]	-1%	-7&-4
17) COc1ccc(NC(=O)CN(C)C(=O)CCC2CCCC2)cc1
 : 1%	0	-0.8	-6%	0%	30%	74%[activator]	-1%	-7
18) CCOc1ccc(C(NC(=O)CC)c2c(O)ccc3ccccc23)cc1 (stereo not given)
 : -9%	-3	-0.2	0%	u	2%	130%[activator]	-1%	1
19) O=C(NC1CC1)C1CCN(C2CCN(C(=O)/C=C/c3cccs3)CC2)CC1
 : 12%	-15	1.0	-2%	-2%	12%	-3%	1%	-6
20) Clc1nssc1=Nc1nncs1
 : -4%	-9	0.2	-24%	-5%	-120%	4.5µM*	-5%	7

Next part.
Values in the order: Vif-A3F inh	D2 antagonist	D2 agonist	ERG-DNA inh	Vif-A3G inh	RGS4 inh	ALOX12 inh	Glioma ERSR ind	LDHA block
21) CCCNC(=O)c1ccc(S(=O)(=O)c2ccc(OC)cc2)c([N+](=O)[O-])c1
 : 4%	9	1.1	-9%	-9%	-2%	-22%	-13%	16
22) COc1ccc(CCNC(=O)C(=O)c2c[nH]c3ccccc23)cc1OC
 : 3%	-5	-0.9	-19%	0%	17%	u	1%	-3
23) CCOC(=O)Cn1c(=O)n(C2CCCCC2)c2nc(-c3ccc(OCC)cc3)nc(C(N)=O)c21
 : 5%	x	-1.7	-4%	0%	5%	-6%	-1%	2
24) Cn1c(CO)cnc1SCC(=O)c1ccc(Cl)cc1
 : -24%	-1	-1.8	9%	0%	-27%	-7%	5%	1
25) CCC1CCC2(CC1)NC(=O)N(CC(=O)N1CCc3ccccc31)C2=O (stereo not given)
 : 8%	x	x	2%	0%	-3%	-14%	-4%	-9
26) COc1ccccc1NC(CC(=O)c1ccccc1)C(=O)OCC(=O)c1ccc(C)cc1 (stereo not given)
 : 1%	-1	-0.1	x	-4%	-54%	-8%&-3%	9%	3&-6
27) Cc1cccc(NS(=O)(=O)c2ccc3[nH]c(=O)[nH]c3c2)c1C
 : u	-8	-2.2&0.2	12%&3%	2%&-1%	9%&-3%	0%&-18%	5%&-3%	2&2
28) O=C(COC(=O)c1cccc(S(=O)(=O)N2CCCC2)c1)Nc1ccc(Cl)cc1
 : 0%	x	x	x	1%	x	-26%	-2%	-3
29) Oc1ccccc1-c1nc(NCc2ccco2)c2ccccc2n1
 : u	2	-0.1	2%	u	-9%	u	6%	-7
30) O=C(NCCc1ccccc1)c1ccccc1C(=O)NCCc1ccccc1
 : -20%	x	x	3%	0%	-8%	59%[activator]	0%	-4
31) S=C(NC1CCCC1)N1CCOCC1
 : -5%	-16	-0.2	-13%	-1%	11%	-6%	1%	-7
32) O=C(COC(=O)C12CC3CC(CC(C3)C1)C2)Nc1ccc(OC(F)F)cc1
 : -19%	25	1.1	-7%	-11%	10%	-8%	6%	0
33) CCC(=O)N1CCc2cc(S(=O)(=O)CCC(=O)NCc3ccc(C)cc3)ccc21
 : -2%&5%	0	0.3&-0.8	-14%&-2%	6%&-12%	1%[56.9 µM]	0%&-13%	-6%&-2%	-2&-8
34) CCOC(=O)N1CCN(C(=O)C(=O)NNC(=O)COc2ccc(Cl)cc2)CC1
 : 1%	7	0.1	2%	0%	-18%	2%	-4%	-8
35) CCCNC(=O)C1CC(=O)N(c2ccc(OCc3ccccc3)cc2)C1 (stereo not given)
 : 0%	x	x	x	3%	x	-1%	-6%	-2
36) COc1cccc(-c2ncc3ccccc3c2COC(=O)c2ccc(C(F)(F)F)cc2)c1
 : -4%	1	0.1	-16%	4%	-9%	-12%	-4%	-2
37) COc1ccc(Cc2n[nH]c(=S)n2NC(=O)Nc2ccc(C)cc2)cc1
 : -6%	14	-1.1	-2%	3%	-10%	-28%	6%	-7
38) O=C(Cn1ncc2c1-c1ccccc1OC2)N1CCN(c2ccccn2)CC1
 : -9%	10	0.4	-6%	-2%	-14%	37%[activator]	-3%	0
39) Cc1cc(Cl)cc(C)c1OCCCCCn1ccnc1
 : -13%	6	-0.1	7%	-1%	-18%	u	-3%	0
40) Cc1ccc(-c2nn(-c3ccccn3)c(=O)c3ccccc23)cc1C
 : -7%	5	0.5	10%	-13%	-16%	u	2%	1

(cont.)
Values in the order: Vif-A3F inh	D2 antagonist	D2 agonist	ERG-DNA inh	Vif-A3G inh	RGS4 inh	ALOX12 inh	Glioma ERSR ind	LDHA block
41) CCCC(c1nnnn1Cc1ccc(OC)cc1)N1CCN(c2ccccc2)CC1 (stereo not given)
 : -13%	8	45*	2%	0%	-9%[11.4 µM]	0%	-5%	1
42) CC(C)(C)c1ccc(C(=O)NCC(c2ccco2)S(=O)(=O)c2ccccc2)cc1 (stereo not given)
 : 0%	x	-0.6	-5%	-2%	-14%	2%	-1%	-1
43) COC(=O)c1c(NC(=O)c2cccs2)sc2c1CCCC2
 : -5%	-5	0.5	-5%	-11%	2%[11.4 µM]	7%	12%	1
44) Cc1ccnc2nc(C(=O)OCC(=O)Nc3ccc([N+](=O)[O-])cc3Br)nn12
 : 1%	-4	0.0	1%[15.4 µM]	-1%	-37%	6%	-3%	-2
45) COc1ccccc1-c1cc(C(=O)N2CCCCC2)no1
 : -2%	-17	0.0	0%	1%	3%	-3%	-5%	-3
46) COc1cccc(-c2onc3ccc(C4(C)OCCO4)cc23)c1
 : 0%	0	0.6	2%	-9%	-6%	-8%	-1%	-2
47) Cc1ccc(S(=O)(=O)N2CCCCC2CCNC(=O)C(=O)NCc2ccco2)cc1 (stereo not given)
 : 1%	-7	0.3	2%	u	-1%	x	-4%	-10
48) COc1ccc2c(c1)CC(C(=O)Nc1cc(Cl)ccc1C)CO2 (stereo not given)
 : 0%	x	-0.5	-6%	11%	-30%	-12%	-3%	-7
49) COc1ccc(/C=C(\NC(=O)c2ccccc2)C(=O)NC2CCCCC2)cc1
 : 1%	x	x	-8%	-2%	-6%	-5%	-2%	-5
50) Oc1ccccc1/C=C/c1noc(-c2ccccc2O)n1
 : -19%	-10	-0.4	3%	-10%	-1%	-4%	-6%	-2
51) Cc1sc2nc(C3CC3)nc(NCCNS(C)(=O)=O)c2c1C
 : x	9	-0.2	3%	1%	-54%	0%[57.4 µM]	-3%	-2
52) Cc1ccc(NC(=O)CCN2C(=O)NC3(CCCC3)C2=O)c(C)c1
 : 2%	51*	18	5%	2%	16%	-1%	-3%	-1
53) COc1ccc(-c2nnc(SCC(=O)Nc3ccc(F)cc3)s2)cc1
 : -5%	x	x	-11%	1%	-41%	-19%	1%	-4

High-throughput results: PubChem, National Center for Advancing Translational Sciences (NCATS)

Some of the compounds tested (hit frequency here may not be typical).
